TcdB GH inh: TcdB glycohydrolase inhibitors, primary screen, biochemical, single point, plate reader | TcdB glycohydrolase enzymatic assay | inhibition, % at 9.99 µM | 350,000 compounds, 0.24% hits; in the data active = inhibition above about 10%
Target sequence (P18177 whole entry, looked up): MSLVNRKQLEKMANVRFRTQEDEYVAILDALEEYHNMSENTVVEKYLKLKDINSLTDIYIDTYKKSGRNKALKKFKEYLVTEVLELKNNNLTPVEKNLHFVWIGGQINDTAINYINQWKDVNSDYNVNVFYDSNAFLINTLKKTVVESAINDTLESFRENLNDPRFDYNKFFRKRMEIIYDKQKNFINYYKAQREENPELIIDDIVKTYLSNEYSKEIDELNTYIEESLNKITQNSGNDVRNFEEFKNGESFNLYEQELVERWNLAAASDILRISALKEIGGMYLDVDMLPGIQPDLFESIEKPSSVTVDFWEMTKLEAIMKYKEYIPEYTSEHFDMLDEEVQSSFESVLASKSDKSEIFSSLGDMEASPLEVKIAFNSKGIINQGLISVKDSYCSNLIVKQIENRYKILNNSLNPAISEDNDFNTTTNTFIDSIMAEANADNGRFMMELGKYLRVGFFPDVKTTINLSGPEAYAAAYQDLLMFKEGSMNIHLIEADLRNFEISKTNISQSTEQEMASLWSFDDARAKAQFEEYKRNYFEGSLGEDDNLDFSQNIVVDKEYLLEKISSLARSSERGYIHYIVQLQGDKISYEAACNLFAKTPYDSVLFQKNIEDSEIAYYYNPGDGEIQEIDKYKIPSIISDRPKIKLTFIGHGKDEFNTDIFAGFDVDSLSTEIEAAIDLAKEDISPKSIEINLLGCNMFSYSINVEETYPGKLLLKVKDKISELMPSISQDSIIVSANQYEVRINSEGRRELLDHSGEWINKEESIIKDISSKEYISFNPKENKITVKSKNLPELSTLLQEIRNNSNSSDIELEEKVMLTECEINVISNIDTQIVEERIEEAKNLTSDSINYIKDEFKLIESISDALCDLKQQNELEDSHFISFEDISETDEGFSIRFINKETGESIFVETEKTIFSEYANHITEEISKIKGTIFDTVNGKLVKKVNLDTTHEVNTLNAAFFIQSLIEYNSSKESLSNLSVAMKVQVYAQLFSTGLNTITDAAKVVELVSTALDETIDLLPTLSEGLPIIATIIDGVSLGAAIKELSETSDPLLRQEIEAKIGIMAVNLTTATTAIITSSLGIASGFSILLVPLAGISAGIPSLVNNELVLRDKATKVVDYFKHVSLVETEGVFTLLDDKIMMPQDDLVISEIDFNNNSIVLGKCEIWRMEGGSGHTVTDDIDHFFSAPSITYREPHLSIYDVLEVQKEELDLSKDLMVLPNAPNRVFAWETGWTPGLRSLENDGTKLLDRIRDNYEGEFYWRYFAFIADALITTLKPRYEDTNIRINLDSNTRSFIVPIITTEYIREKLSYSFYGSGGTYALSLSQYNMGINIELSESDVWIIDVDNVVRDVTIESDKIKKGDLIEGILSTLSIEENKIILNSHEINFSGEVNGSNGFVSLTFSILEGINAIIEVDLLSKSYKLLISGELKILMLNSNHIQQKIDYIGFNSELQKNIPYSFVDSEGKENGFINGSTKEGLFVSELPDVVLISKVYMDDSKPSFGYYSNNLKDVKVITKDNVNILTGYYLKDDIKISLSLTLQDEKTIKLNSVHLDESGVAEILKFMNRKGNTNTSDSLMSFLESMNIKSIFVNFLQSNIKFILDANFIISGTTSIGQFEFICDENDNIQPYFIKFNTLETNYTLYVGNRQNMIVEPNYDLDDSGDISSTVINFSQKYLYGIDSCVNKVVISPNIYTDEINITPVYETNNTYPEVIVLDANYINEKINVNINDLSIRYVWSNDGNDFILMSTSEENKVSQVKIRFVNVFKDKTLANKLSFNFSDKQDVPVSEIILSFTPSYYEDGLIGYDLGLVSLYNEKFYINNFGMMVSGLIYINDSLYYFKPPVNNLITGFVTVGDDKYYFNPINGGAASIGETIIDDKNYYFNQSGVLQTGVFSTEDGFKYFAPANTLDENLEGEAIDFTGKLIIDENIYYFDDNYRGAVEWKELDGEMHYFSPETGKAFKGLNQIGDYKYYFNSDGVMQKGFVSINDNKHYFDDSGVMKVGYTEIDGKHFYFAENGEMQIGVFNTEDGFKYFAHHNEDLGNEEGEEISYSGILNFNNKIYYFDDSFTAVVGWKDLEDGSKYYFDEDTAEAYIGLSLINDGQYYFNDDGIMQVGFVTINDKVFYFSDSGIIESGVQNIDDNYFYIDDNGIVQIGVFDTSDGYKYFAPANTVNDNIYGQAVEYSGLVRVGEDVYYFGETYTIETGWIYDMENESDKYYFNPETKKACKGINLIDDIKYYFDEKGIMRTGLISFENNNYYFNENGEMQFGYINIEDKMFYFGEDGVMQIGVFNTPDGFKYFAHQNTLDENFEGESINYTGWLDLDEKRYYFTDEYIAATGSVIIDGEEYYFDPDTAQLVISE
BoNT F protease: BoNT/F light chain protease inhibitors, primary screen, biochemical, flow cytometry, MLPCN library; Multiplex microsphere protease cleavage assay; 360,000 compounds, 0.22% hits; inhibition, % at 10 µM; Botulinum neurotoxin type F light chain protease (Clostridium botulinum); in the data active = inhibition above about 35%, passing the limit was not always enough; inconclusive = no clear call, values can overlap the other calls; also: plate controls were buffer without enzyme for full effect and enzyme alone for no effect
Anthrax LF inh2: Bacillus anthracis LF protease inhibitors, primary screen, biochemical, multiplex microsphere, MLPCN library | inhibition, % at 10 µM | multiplex microsphere protease cleavage assay | 360,000 compounds, 0.12% hits | AID 588501, 2011; also: plate controls were buffer without enzyme for full effect and enzyme alone for no effect
Yp Topo-I inh: Yersinia pestis topoisomerase I inhibitors, primary screen, biochemical, cleavage product accumulation, plate reader, single point | DNA topoisomerase I (Yersinia pestis CO92) | Y. pestis Topo-I cleavage product accumulation | activity, % at 10 µM | 360,000 compounds, 0.064% hits | AID 504884, 2011; in the data active = activity above about 50%, passing the limit was not always enough; inconclusive = no clear call, values can overlap the other calls; also: inactives centre near 2
BoNT A protease: BoNT/A light chain protease inhibitors, primary screen, biochemical, flow cytometry, MLPCN library | Botulinum neurotoxin type A light chain protease (Clostridium botulinum A str. ATCC 3502) | multiplex microsphere protease substrate cleavage | inhibition, % at 10 µM | 360,000 compounds, 0.17% hits; also: plate controls were buffer without enzyme for full effect and enzyme alone for no effect
CCHFV vOTU inh: CCHFV vOTU protease inhibitors, primary screen, biochemical, Pep-AMC substrate, fluorescence. Crimean-Congo hemorrhagic fever virus L polyprotein viral ovarian tumor (vOTU) protease …. inhibition, % at 11.5 µM. 370,000 compounds, 0.55% hits; in the data active = inhibition above about 30%; also: 0% = vehicle wells with enzyme and 100% = no enzyme wells
PfHsp40 yeast: rescue of yeast from PfHsp40 toxicity, primary screen, S. cerevisiae, ATP luminescence. S. cerevisiae expressing PfHsp40, growth rescue. 340,000 compounds, 0.68% hits. growth rescue, % at 12.5 µM; in the data active = growth rescue above about 28%, passing the limit was not always enough; inconclusive = no clear call, values can overlap the other calls;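 also: yeast W303a lacking pdr1 and pdr3 grown in galactose medium; growth measured after three days at 30 °C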
FadD28 FP inh: inhibitors of FadD28 bisubstrate probe binding, primary screen, biochemical, fluorescence polarization, single point; Mycobacterium tuberculosis FadD28 fatty-acid-AMP ligase; inhibition, % at 12.5 µM; 360,000 compounds, 0.22% hits; AID 588549, 2011; in the data active = inhibition above about 8.5%, passing the limit was not always enough; inconclusive = no clear call, values can overlap the other calls
PrPC TRFRET: inhibitors of human cell surface prion protein PrPC, primary screen, cell-based, TR-FRET; inhibition, % at 13.8 µM; Major prion protein (Homo sapiens), P04156; TR-FRET read-out; 370,000 compounds, 0.43% hits; AID 720596, 2013; in the data active = inhibition above about 24%; also: 0% = median of the test wells and 100% = reference compound wells
Numbers without * were called inactive; ? = inconclusive; / = no result given; & = joins results of further samples. Rule as the data show it, unless noted: active = inhibition above about 30%; inconclusive = no clear call, values can overlap the other calls; inactive = below that.

SMILES	TcdB GH inh	BoNT F protease	Anthrax LF inh2	Yp Topo-I inh	BoNT A protease	CCHFV vOTU inh	PfHsp40 yeast	FadD28 FP inh	PrPC TRFRET
CCOc1ccc(S(=O)(=O)/N=C(/Nc2ccc(S(N)(=O)=O)cc2)c2ccccc2)cc1	0.2	2	-2	4	0.0	6	-0.2	-3.3	5
Cc1ccc(S(=O)(=O)N2CCC(C(=O)O)CC2)cc1C(=O)O	/	-10	-1	-1	-0.5	19	-1.7	-0.1	-1
CCOc1ccc(C(=O)Nc2cccc3cccnc23)cc1	0.2	?	-5	-21	-2.5	-4	-1.6	-1.6	3
Cc1cn(CC(=O)NCC(c2ccccc2)c2ccccc2)c(=O)[nH]c1=O	0.4	-2	-1	-1	-0.3	-2	-0.3	-0.6	-3
O=C(NCc1ccccc1)c1ccc(S(=O)(=O)N2CCCC2)cc1	/	-7	-4	-4	-0.8	-3	-2.4	-2.3	1
Cc1cc(OCC(=O)Nc2ncn[nH]2)ccc1Cl	0.6	-1	-3	-1	-0.5	-4	-0.4	-0.7	3
Cc1ccc(-c2ccc(C#N)c(=O)n2CC(=O)N(C)C)cc1	1.6	18	-2	4	3.0	6	-1.5	-1.8	-4
O=C(NN=C1CCCCCCC1)C(=O)NC1CCCCC1	/	0	0	-5	0.3	9	-0.8	-4.4	-6
O=c1c2ccccc2nc(-c2ccccc2)n1-c1nccs1	1.2	0	-6	1	-0.3	-5	-0.5	-4.1	5
COC(=O)C1=C(c2ccc3ccccc3c2)C[C@@H]2CC[C@H]1N2C(=O)N1CCCCC1	1.2	-4	-5	34	0.3	1	-0.4	-0.9	12
COc1ccc(OC)c(NC(=O)CSc2nc3ccccc3cc2Cc2ccccc2)c1	/	-8	4	4	-1.2	-8	4.9	0.0	6
C=CCN1C(c2cccc(C(F)(F)F)c2)=CS/C1=C(\C#N)c1nnc(N2CCOCC2)n1-c1ccccc1	0.7	0	4	22	0.2	5	/	-1.2	-5
Cc1cc(C(=O)N2CCCC(N3CCN(c4cccc(Cl)c4)CC3)C2)n(C)n1 (stereo not given)	0.7	-2	-4	25	0.1	-1	-1.4	-3.3	-4
O=C(Nc1ccc2c(c1)OCCO2)c1cccc(S(=O)(=O)N2CCCCC2)c1	/	-3	-4	8	?	1	0.5	-2.9	13
Cc1ccc(S(=O)(=O)/N=C(\Nc2cccc(C)c2)Nc2nc(C)cc(C)n2)cc1	-0.4	-5	-1	-2	-1.0	-5	-0.1	-0.3	-5
COc1ccc2[nH]cc(CCNC(=O)c3ccc([N+](=O)[O-])cc3)c2c1	1.5	-1	6	-1	1.9	1	0.2	-0.3	-31
CCN(CC)S(=O)(=O)c1ccc(NS(=O)(=O)c2cccc(C)c2)cc1	/	15	-5	6	1.2	-9	1.1	0.1	4
COC(=O)[C@H](Cc1ccccc1)NC(=O)N1CCCCC1C (stereo not given in full)	/	-4	-1	-1	-0.2	-7	-0.1	-0.8	1
CCc1ccccc1NC(=O)c1ccc(NS(C)(=O)=O)cc1	0.2	0	-7	13	0.3	-10	0.2	0.3	-5
Cn1c(=O)c2cc(NC(=O)CCc3ccccc3)ccc2n1Cc1cccc(C(F)(F)F)c1	0.9	-2	-2	22	0.6	-47	/	-3.5	11
CC(C)NC(=O)Cn1nnc(-c2ccccc2)c1COc1ccc2ccccc2c1	1.7	-11	4	11	-0.6	9	/	-6.1	4
O=C(COc1cccnc1[N+](=O)[O-])NCCc1ccc(Cl)cc1Cl	0.2	-8	-1	-7	-0.9	-10	-1.0	-6.9	-10
CC1(Oc2cnc(Cl)c3ccccc23)CCN(Cc2ccc(OC(F)(F)F)cc2)C1 (stereo not given)	0.6	-35	-15	35	-5.1	-19	/	-1.5	-2
CCOc1ccccc1Nc1ncccc1C(=O)N1CCCC1	/	-1	-1	-3	0.5	10	0.7	-2.2	3
Fc1cccc(C2NCc3ccccc3-n3cccc32)c1 (stereo not given)	-0.9	-25	-7	-7	-1.5	-6	1.6	/	1

A section taken from the entries so far, for reference:
SMILES	TcdB GH inh	BoNT F protease	Anthrax LF inh2	Yp Topo-I inh	BoNT A protease	CCHFV vOTU inh	PfHsp40 yeast	FadD28 FP inh	PrPC TRFRET
Cc1cn(CC(=O)NCC(c2ccccc2)c2ccccc2)c(=O)[nH]c1=O	0.4	-2	-1	-1	-0.3	-2	-0.3	-0.6	-3
O=C(NCc1ccccc1)c1ccc(S(=O)(=O)N2CCCC2)cc1	/	-7	-4	-4	-0.8	-3	-2.4	-2.3	1
Cc1cc(OCC(=O)Nc2ncn[nH]2)ccc1Cl	0.6	-1	-3	-1	-0.5	-4	-0.4	-0.7	3
Cc1ccc(-c2ccc(C#N)c(=O)n2CC(=O)N(C)C)cc1	1.6	18	-2	4	3.0	6	-1.5	-1.8	-4
O=C(NN=C1CCCCCCC1)C(=O)NC1CCCCC1	/	0	0	-5	0.3	9	-0.8	-4.4	-6
O=c1c2ccccc2nc(-c2ccccc2)n1-c1nccs1	1.2	0	-6	1	-0.3	-5	-0.5	-4.1	5
COC(=O)C1=C(c2ccc3ccccc3c2)C[C@@H]2CC[C@H]1N2C(=O)N1CCCCC1	1.2	-4	-5	34	0.3	1	-0.4	-0.9	12
COc1ccc(OC)c(NC(=O)CSc2nc3ccccc3cc2Cc2ccccc2)c1	/	-8	4	4	-1.2	-8	4.9	0.0	6
C=CCN1C(c2cccc(C(F)(F)F)c2)=CS/C1=C(\C#N)c1nnc(N2CCOCC2)n1-c1ccccc1	0.7	0	4	22	0.2	5	/	-1.2	-5

Next section
SMILES	TcdB GH inh	BoNT F protease	Anthrax LF inh2	Yp Topo-I inh	BoNT A protease	CCHFV vOTU inh	PfHsp40 yeast	FadD28 FP inh	PrPC TRFRET
COc1cccc(C(C(=O)NC2CCCC2)N(Cc2cccnc2)C(=O)Cc2cccs2)c1 (stereo not given)	1.5	-8	-12	-5	-1.0	9	-0.4	-1.0	1
CC(=O)Nc1cc(-c2ccc(N)cc2)cn2c(-c3cccc(C(F)(F)F)c3)cnc12	1.1	-7	-1	-3	-0.4	18	/	-1.7	-3
Fc1ccccc1N1CCN(c2nc3ccccc3n3nnnc23)CC1	/	6	1	-1	1.4	-2	-1.0	-2.8	0
Cc1cccc(CN2CCN(c3ccccn3)CC2)c1	/	-3	-1	-4	?	8	0.5	-1.7	-2
c1cncc(C2CCCCN2Cc2ccc3c(c2)OCO3)c1 (stereo not given)	/	-7	-7	9	-0.2	-15	-1.1	-0.6	-8
Cc1ccccc1C(=O)NC(=S)Nc1ccc(N2CCOCC2)cc1	0.5	-11	-2	-3	-0.1	-7	-0.8	-2.9	2
Cc1ccc(C(=O)OCC(=O)Nc2ccc(S(N)(=O)=O)cc2)c(O)c1	1.0	3	-7	-5	0.7	-2	-1.2	-0.1	6
CCOC(=O)C1(Cc2ccccc2)CCCN(Cc2ccccn2)C1 (stereo not given)	-2.3	0	-9	8	0.2	-7	-0.8	-3.5	6
COc1ccc(C(CNC(=O)c2cccc(S(=O)(=O)N(C)c3ccccc3)c2)N2CCCC2)cc1 (stereo not given)	0.2	27	-6	0	8.7	-3	-1.1	-3.1	-5
Cc1cccc(NC(=O)CC2C(=O)NCCN2C(=S)Nc2ccccc2)c1 (stereo not given)	/	-4	-2	-2	-1.6	11	-1.6	-9.8	-7
Cc1ccc(CNC(=O)c2ccc(CS(=O)(=O)c3ccccc3C)o2)cc1	4.8	5	-2	22	0.4	-10	1.8	1.0	5
CS(=O)(=O)N(CC(=O)NCCSCc1cccc(Cl)c1)c1ccccc1F	0.7	-4	-19	22	-4.4	13	-0.3	-4.4	-3
CC(=O)c1c(C)oc2ccc(N(C(C)=O)S(=O)(=O)c3ccc(Br)cc3)cc12	0.5	0	-2	12	-3.2	11	1.9	-4.0	3
Cc1ccc2nc(NC(=O)COC(=O)c3cccnc3)sc2c1	-1.4	-6	-7	4	-3.3	4	-1.6	-2.1	4
O=C(/C=C(\O)c1ccc(Cl)cc1)C(=O)NNC(=O)C(O)(c1ccccc1)c1ccccc1	/	?	-3	6	-0.2	/	20	-17	/
CCCC#Cc1cnc2c(c1)C(=O)N([C@H](C)CO)C[C@@H](C)[C@@H](CN(C)C(=O)Nc1cccc(F)c1)O2	1.9&0.1&2.4	-2	-2	17	0.0	3	/	-1.0	-1
CCN1CCN(S(=O)(=O)c2ccc(S(=O)(=O)NCC3CCCO3)cc2)CC1 (stereo not given)	0.4	8	-3	-8	1.0	-5	0.6	-0.9	-3
CC(C)(C)OC(=O)N1CCN(C(=O)c2[nH]cnc2C(=O)Nc2ccon2)CC1	-0.7	5	-4	8	-0.7	-9	-0.6	0.2	3
CC1CCCN(CCC(=O)Nc2ccc(Br)cc2)C1 (stereo not given)	/	-5	-6	1	0.1	-5	-0.4	0.4	2
O=C(CN1C(=O)S/C(=C\c2ccccn2)C1=O)Nc1ccc(F)cc1	0.3	-15	0	8	-1.9	7	-0.5	-1.5	-2
CCc1ccc(OCCSc2nc3ccccc3n2CCC(=O)O)cc1	1.2	/	/	4	/	14	-1.4	-1.2	0
O=C(C1=C(O)C(=O)N(CCc2ccccc2)C1c1ccncc1)c1cc2ccccc2o1 (stereo not given)	-0.7	4	5	21	-0.2	6	-1.2	-0.5	17
COc1ccc(CCNC(=O)c2c[nH]c3ccccc3c2=O)cc1OC	/	-9	-2	5	-1.3	0	1.1	-2.7	1
CCN(C(=O)Cn1c(=O)oc2ccccc21)c1c(N)n(Cc2ccccc2)c(=O)[nH]c1=O	0.1	-7	-4	-6	-0.6	5	-0.8	0.7	4
CN(C)C(=O)CSc1ncccc1-c1nc2ccccc2[nH]1	0.9	?	5	-2	-1.6	-9	-0.6	-3.3	-1
Carrying on:
SMILES	TcdB GH inh	BoNT F protease	Anthrax LF inh2	Yp Topo-I inh	BoNT A protease	CCHFV vOTU inh	PfHsp40 yeast	FadD28 FP inh	PrPC TRFRET
CC(C)c1cc(Br)ccc1OCCN1C(=O)NC(C)(C)C1=O	2.6	-4	1	14	-0.8	7	0.1	-3.1	10
O=C(c1ccc(C(F)(F)F)n(Cc2ccc(Cl)cc2)c1=O)N1CCOCC1	1.7	11	-4	10	-1.1	14	2.4	-4.7	1
Cc1[nH]n(-c2ncc(-c3ccccc3)s2)c(=O)c1C(c1ccc(Br)cc1)C(C#N)C#N (stereo not given)	0.0	-6	-5	-9	-0.2	6	13	?	0
CCN(CC)N=Nc1ccc(S(=O)(=O)N2CCSC2C(=O)O)cc1 (stereo not given)	1.8	4	0	6	-0.5	8	-0.5	0.3	-2
CCOC(=O)COc1ccc2c(=O)c(-c3ccccc3OC)coc2c1	0.3	-14	1	5	-3.1	10	1.0	-1.6	-4
CC1CC(C)CN(C(=O)COC(=O)c2nn(C)c(=O)c3ccccc23)C1 (stereo not given)	1.6	-5	-4	-1	0.3	-1	-0.8	-2.0	-3
CCCCS/C(N)=N/N=C/c1ccccc1O	/	4	2	0	-0.9	12	4.0	-1.2	-2
Cc1ccc(Sc2ccc(C(=O)N3CCOCC3)cc2[N+](=O)[O-])cc1	1.7	14	-11	30	-1.2	16	0.5	-2.7	-23
COc1ccc(NC(=O)OCC(C)C)cc1OC	0.7	-3	-2	-13	0.7	/	-0.4	1.5	/

From PubChem
